# Bioassay records as filed in PubChem.
# p53 reactivator – restores transcriptional activity of mutant p53; Potency, µM (series often up to 92.2 µM), inactives show at the top dose activity change, positive = activation, actives largely listed as activators; H1299 p53-A138V BP100-luciferase reporter, luminescence, 24 h; 0.063% of 320,000 active; AID 504706; note: % of control where 0% means no effect; nearly all actives have a fitted effect of over 45% in size
#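 H1299 (p53-null), stable ts p53-A138V + BP100-Luc; 1000 cells/well, Opti-MEM/10% FBS; cpd 4 pt, 1:5; 24 h, 37 deg C, 5% CO2; detection reagent 10 min RT; luminescence.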
# BRCA1 expr up – increases BRCA1 expression | 1.1% of 380,000 active | Potency, µM (highest dose often 46.1 µM), without a hit: at the highest dose activation, usual class: activators | AID 624202 | MCF7-BRCA1-FFLuc reporter, luminescence, 48 h; response scale: scaled: vehicle 0%, 10 µM genistein 100%; note: nearly all actives have a fitted effect of over 80% in size; some results filed as inactive show a strong effect at the top dose
#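 Luminescence from a BRCA1-driven firefly luciferase in MCF7 cells was the read-out, taken 15 min after substrate addition following 48 h compound exposure at 37 °C. Data were normalized to a 10 microM genistein control and DMSO vehicle.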
# NPC1 promoter act – activates the NPC1 promoter; Huh7 NPC1 promoter luciferase reporter, 24 h; Potency, µM (highest dose often 9.22 µM), for inactives: at the highest dose activation, most hits filed as activators; 2.4% of 320,000 active;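 note: % of control where 0% means no effect; nearly all actives have a fitted effect of over 60% in size; reporter is driven by a mutant NPC1 promoter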
#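 Luminescence from an NPC1 promoter-driven luciferase reporter in stably transfected Huh7 cells was measured after 24 h compound treatment at 37 °C, followed by 10 min ambient incubation with luciferase detection reagent.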
# Rab9 promoter act – activators of Rab9 promoter | Huh7 Rab9 promoter-luciferase reporter, luminescence, 24 h | Potency, µM (highest dose often 9.22 µM), for the others: at the highest dose activation, negative = inhibition, most hits filed as activators | 2.8% of 320,000 active | AID 485297; note: % of control where 0% means no effect; nearly all actives have a fitted effect of over 60% in size
#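 Cell-based reporter: Huh7 stable for Rab9 promoter-driven luciferase, plated in reduced-serum medium with 10% FBS at 1500 cells/well, compound-treated 24 h at 37 °C, luminescence read after 10 min reagent.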
# RORgamma inh – ROR gamma (mouse) transcription inhibition; Drosophila S2 Gal4-RORgamma UAS-luciferase reporter, 20 h; Potency, µM (highest dose often 53.6 µM), for the others: top-dose activity change, negative = inhibition, usual class: inhibitors; 5.4% of 310,000 active; note: % is set by controls: 0 for no effect and ±100 for the full control effect; nearly all actives have a fitted effect of over 60% in size
# Target sequence (P51450 whole entry, looked up, the tested form may be a part): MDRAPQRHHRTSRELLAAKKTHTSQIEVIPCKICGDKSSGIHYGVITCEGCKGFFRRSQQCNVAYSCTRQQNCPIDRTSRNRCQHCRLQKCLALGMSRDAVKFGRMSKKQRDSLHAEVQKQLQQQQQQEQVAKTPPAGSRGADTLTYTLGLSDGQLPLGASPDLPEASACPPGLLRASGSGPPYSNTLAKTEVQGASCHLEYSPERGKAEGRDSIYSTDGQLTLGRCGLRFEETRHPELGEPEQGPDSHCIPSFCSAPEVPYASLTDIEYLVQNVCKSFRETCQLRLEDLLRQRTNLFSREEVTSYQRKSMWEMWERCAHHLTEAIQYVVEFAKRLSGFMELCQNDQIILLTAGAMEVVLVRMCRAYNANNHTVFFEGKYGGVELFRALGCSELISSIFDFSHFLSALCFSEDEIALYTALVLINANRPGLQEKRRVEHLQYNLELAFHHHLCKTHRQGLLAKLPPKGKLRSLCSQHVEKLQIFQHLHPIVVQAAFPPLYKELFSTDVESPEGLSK
#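 Read-out: Photinus luciferase luminescence; inhibitors lower reporter signal. Insect Schneider cells with Gal4-ROR gamma fusion under metallothionein promoter, UAS reporter; 700 uM final copper sulfate induction, 20 hr, ambient temperature.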
# ELG1 genotoxic – induces genotoxicity in HEK293T cells with luciferase-tagged ELG1; Potency, µM (top dose mostly 46 µM), for the others: at the top dose activity change, positive = activation, most hits filed as activators; 1.3% of 330,000 active; HEK293T ELG1-luciferase reporter, luminescence, 16 h; note: % of control where 0% means no effect; nearly all actives have a fitted effect of over 60% in size
#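 ELG1-luciferase HEK293T cells, 2,000/well; compound pinned in; 16 hr, 37 °C, 5% CO2; ONE-Glo, 30 min RT; luminescence on CCD imager.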
# uPA surface inh – cell surface uPA generation inhibition. cell surface uPA generation assay, qHTS. Potency, µM (doses to about 38.3 µM), without a hit: top-dose activity change, negative = inhibition, hits mostly inhibitors. 0.31% of 330,000 active; active = well fitted inhibition curve with a large enough effect; inconclusive = small, poorly fitted or top-dose-only effect; inactive = no such curve, though single readings can be large or run the other way; tested in mouse RAW 264.7 cells; note: % is set by controls: 0 for no effect and ±100 for the full control effect; nearly all actives have a fitted effect of over 55% in size
# MBNL1 CUG block – blocks human MBNL1 binding to CUG repeat RNA | Q9NR56 | TR-FRET MBNL1-His/biotin-(CUG)12 binding, 665/545 ratio | Potency, µM (highest dose often 57.5 µM), without a hit: top-dose activity change, negative = inhibition, hits mostly inhibitors | 0.036% of 280,000 active | AID 2675; active = well fitted inhibition curve with a large enough effect in the signal ratio, with a control signal flat, not every such curve was filed as active; inconclusive = small, poorly fitted or top-dose-only effect, or effect the other way, or a change in a side signal; inactive = no such curve, though single readings can be large or run the other way; the % refers to the signal ratio; note: % is set by controls: 0 for no effect and ±100 for the full control effect
# Target sequence (Q9NR56 whole entry, looked up): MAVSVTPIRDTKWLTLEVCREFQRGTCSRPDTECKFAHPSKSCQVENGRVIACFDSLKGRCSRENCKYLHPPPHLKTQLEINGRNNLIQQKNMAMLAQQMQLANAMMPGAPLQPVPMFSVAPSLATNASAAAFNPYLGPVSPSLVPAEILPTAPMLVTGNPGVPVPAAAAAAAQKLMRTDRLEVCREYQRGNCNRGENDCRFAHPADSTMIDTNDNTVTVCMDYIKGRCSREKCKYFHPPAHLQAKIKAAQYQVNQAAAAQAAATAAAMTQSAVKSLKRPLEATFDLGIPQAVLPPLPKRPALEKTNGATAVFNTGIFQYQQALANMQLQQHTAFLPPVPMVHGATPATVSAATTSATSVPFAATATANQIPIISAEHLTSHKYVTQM
#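 Inhibition of protein-RNA binding appears as loss of TR-FRET between terbium anti-His antibody on MBNL1-His and streptavidin-XL665 on biotin-(CUG)12. Activity is normalized to buffer-only and uninhibited-complex controls.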
# Gal4-VP16 FLuc – inhibits Gal4-VP16 luciferase reporter, ROR gamma counter-screen. 3.5% of 310,000 active. Drosophila S2 Gal4-VP16 UAS-luciferase, luminescence, 20 h. Potency, µM (series often up to 53.6 µM), without a hit: at the highest dose activity, negative = inhibition, actives largely listed as inhibitors;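 note: Gal4-VP16 expression switched on by copper sulfate through the metallothionein promoter; % is set by controls: 0 for no effect and ±100 for the full control effect; nearly all actives have a fitted effect of over 50% in size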
# FLuc counter – inhibits or activates purified firefly luciferase, miR-21 counter-screen. purified FLuc, Km substrates, luminescence inhibition. Potency, µM (highest dose often 57.5 µM), without a hit: at the top dose activity change, negative = inhibition, most hits filed as inhibitors. 6.9% of 360,000 active. AID 588342;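 note: plate controls were vehicle for no effect and reference inhibitor for full effect; nearly all actives have a fitted effect of over 55% in size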
#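 Purified P. pyralis luciferase (10nM final) with 10uM D-luciferin and 10uM ATP (Km levels) in 50mM Tris acetate pH 7.5, 10mM Mg acetate, 0.01% Tween-20, 0.05% BSA; qHTS 6-point titration, ~60 µM downward; luminescence read.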
# * = called active by the depositor; ? = inconclusive; / = no result given; & = joins results of further samples; [ ] = remark or other dose. Unless noted, calls come from the whole dose curve; as a rule, active = well fitted curve in the direction sought with a large enough effect; inconclusive = small, poorly fitted or top-dose-only effect, or another doubt; inactive = no such curve, though single readings can be large; an effect the other way counts as inactive or inconclusive. Potency is the fitted concentration of half-maximal effect.
SMILES,p53 reactivator,BRCA1 expr up,NPC1 promoter act,Rab9 promoter act,RORgamma inh,ELG1 genotoxic,uPA surface inh,MBNL1 CUG block,Gal4-VP16 FLuc,FLuc counter
CC(C)(C)NC(=O)CN(C(=O)CS(=O)CC(=O)Nc1ccc(F)cc1)c1cccc(F)c1 (stereo not given),0%,-12%,-5%,1%,18%,6%,-1%,-2%,-13%,-1%
Cc1ccc(Oc2nc3ccccc3n3c(C)nnc23)c(C)c1,4%,-15%,-2%,1%,-36%,0%,-4%,-3%,10%,3%
COC(=O)c1cc(=O)c2ccc(OC)cc2o1,-2%,6%,-1%,0%,-5%,4%,/,14%,-2%,0%
O=C(Nc1ccc(-c2nc3ccccc3[nH]2)cc1)c1ccco1,?,?,0.71µM*,2.2µM*,?,1.8µM*,-23%,?,?,4.3µM*
O=C(Nc1cccc(-c2csc(Nc3cccc(C(F)(F)F)c3)n2)c1)c1ccccc1,6%,-35%,-4%,-9%,?,-17%,?,0%,-11%,?
O=[N+]([O-])c1ccc(F)cc1Oc1nc(-c2cccnc2)nc2ccccc12,-2%,-39%,0%,-10%,-20%,-7%,-6%,-10%,-9%,4%
CCSC(=O)CCCCCCCCCCCO,-2%,24%,2%,3%,7%,6%,12%,2%,4%,?
O=C(CN1CCCCCC1)N1c2ccccc2C=Cc2ccccc21,8%,0%,3%,2%,-23%,-3%,-1%,5%,11%,0%
O=C(N/N=C/c1ccc([N+](=O)[O-])cc1)C(=O)N1CCCC1,2%,0%,3%,-1%,5%,2%,4%,?,-11%,2%
CCCc1cc(=O)[nH]c(SCCOc2ccc(Cl)cc2)n1,27%,6%,-4%,11%,10%,1%,5%,-7%,-7%,-1%
S=C1NCCNC(=S)NCCOCCOCCOCCN1,-3%,5%,1%,-6%,-11%,0%,-3%,2%,-1%,1%
O=C1C(Cc2ccccc2)Nc2ncnc(N3CCCCC3)c2N1Cc1ccc(Cl)cc1 (stereo not given),-10%,-14%,-2%,-4%,/,7%,-12%,/,/,-1%
COc1ccc(NC(=O)Cc2nnc(SCC(=O)NC3CCCC3)n2C)cc1,3%,4%,-4%,-2%,19%,-1%,8%,-9%,3%,-3%
Cc1cc(C)cc(OCC(=O)N/N=C\c2cn(C)nc2C)c1,-3%,-3%,-3%,0%,-3%,3%,4%,-5%,8%,-10%
CN(C)c1ccc(C(CNC(=O)c2ccco2)N2CCCC2)cc1 (stereo not given),21%,?,10%,15%,38%,12%,-13%,1%,24%,-13%
FC(F)(F)c1ccc(NCc2ccccn2)nc1,10%,?,?,?,-7%,?,2%,3%,-14%,17µM*
COc1ccc(N2CCC(CNC(=S)Nc3cc(C)cc(C)c3)C2)cc1 (stereo not given),1%,-67%,-1%,3%,32%,-3%,3%,-11%,-17%,0%
CCC1(C)Cc2ccccc2-c2nc(NCCO)n(-c3ccccc3)c(=O)c21 (stereo not given),-20%,-15%,-6%,-3%,-27%,-2%,-3%,7%,-15%,4%
CS(=O)(=O)N(CC(=O)NCc1ccccc1)c1ccc(Cl)cc1,29%,-4%,1%,0%,26%,0%,?,-8%,2%,-2%
CC(C)(C)c1cc2nc(N)nc(N)n2n1,4%,-14%,0%,-8%,14%,1%,-14%,7%,2%,-18%
CC1CCN(S(=O)(=O)c2ccc(Oc3ccc([N+](=O)[O-])cc3)cc2)CC1,11%,-57%,-5%,-17%,10%,-8%,/,24%,?,5%
CC(C)Oc1ccc2c3c(c(=O)oc2c1)CCC3,11%,40%,15%,15%,10%,12%,-8%,4%,3%,?
Cc1cc(SCc2ccccc2Cl)nc(=O)[nH]1,-6%,-14%,2%,-2%,19%,-3%,-8%,0%,2%,0%
Cc1ccc(S(=O)(=O)N2CCN(c3nccnc3C#N)CC2)cc1,-5%,-7%,-3%,10%,-3%,1%,-5%,/,0%,0%
O=c1oc2ccccc2c(O)c1C=NCc1ccccn1,3%,-9%,-10%,-3%,0.56µM*,-9%,-4%,?,1µM*,?
CCOc1ccc(OCc2ccc(C(=O)Nc3cccnc3)o2)cc1,-4%,10%,0.56µM*,?,22%,-1%,-2%,-4%,-8%,?
Cc1cccc(N2CC(C(=O)NCc3ccco3)CC2=O)c1C (stereo not given),-5%,9%,1%,-2%,/,-2%,14%,/,/,-2%
O=S1(=O)CCN(C(CCO)c2cccc(C(F)(F)F)c2)CC1 (stereo not given),-2%,-5%,-4%,-5%,-11%,1%,5%,2%,-30%,-1%
O=C1CCCN1CCC1CCN(C2CC(=O)N(Cc3ccc(N4CCCC4=O)cc3)C2=O)CC1 (stereo not given),-5%,10%,2%,-1%,7.1µM*,-5%,-12%,4%,?,5%
COc1cccc(-c2csc(NC(=O)C3CC3)n2)c1,?,?,?,?,?,12µM*,?,4%,20%,11µM*

# Looked up by structure from the entries so far:
SMILES,p53 reactivator,BRCA1 expr up,NPC1 promoter act,Rab9 promoter act,RORgamma inh,ELG1 genotoxic,uPA surface inh,MBNL1 CUG block,Gal4-VP16 FLuc,FLuc counter
CCOc1ccc(OCc2ccc(C(=O)Nc3cccnc3)o2)cc1,-4%,10%,0.56µM*,?,22%,-1%,-2%,-4%,-8%,?
CC1CCN(S(=O)(=O)c2ccc(Oc3ccc([N+](=O)[O-])cc3)cc2)CC1,11%,-57%,-5%,-17%,10%,-8%,/,24%,?,5%
CC(C)Oc1ccc2c3c(c(=O)oc2c1)CCC3,11%,40%,15%,15%,10%,12%,-8%,4%,3%,?
Cc1cc(SCc2ccccc2Cl)nc(=O)[nH]1,-6%,-14%,2%,-2%,19%,-3%,-8%,0%,2%,0%
COc1ccc(N2CCC(CNC(=S)Nc3cc(C)cc(C)c3)C2)cc1 (stereo not given),1%,-67%,-1%,3%,32%,-3%,3%,-11%,-17%,0%

# The list continues.
SMILES,p53 reactivator,BRCA1 expr up,NPC1 promoter act,Rab9 promoter act,RORgamma inh,ELG1 genotoxic,uPA surface inh,MBNL1 CUG block,Gal4-VP16 FLuc,FLuc counter
COc1ccc([C@@H]2CC(=O)c3c(O)cc(O)cc3O2)cc1O,12%,46%,?,?,18%,?,25%,/,?,15µM*
CCN(CC)S(=O)(=O)c1ccc2oc(C(=O)NCc3ccc(C)cc3)c(C)c2c1,2%,-36%,-1%,0%,14%,-16%,2%,-11%,-3%,3%
C/C(N)=C(/C#N)C(=O)COC(=O)c1cc(C)n(-c2ccc(F)cc2)c1C,?,8.9µM*,24%,29%,-11%,9%,-11%&-13%,-8%,-4%,?
Cn1cc(S(=O)(=O)N2CCNCC2)cc1C(N)=O,-2%,-12%,/,/,/,1%,0%,/,/,/
O=C(N[C@H]1C/C=C\C[C@H](CC(=O)N(CCO)Cc2ccccc2)C(=O)N[C@H](Cc2c[nH]c3ccccc23)COC1=O)OCC1c2ccccc2-c2ccccc21,-6%,-30%,/,/,/,-3%,-21%,/,/,/
CCN1CCN(C(c2cccs2)C(C)NS(=O)(=O)c2ccc(C)cc2)CC1 (stereo not given),2%,7%,0%,-6%,-11%,1%,5%,4%,1%,0%
CCCOc1ccc(S(=O)(=O)NCCCN2CCOCC2)c2ccccc12,3%,-30%,-1%,-4%,10µM*,-7%,-6%,4%,-27%,10%
O=C(CSc1cccc[n+]1[O-])c1ccccc1Br,3%,66%,13%,14%,?,12%,0%,-2%,11%,-4%
O=C(CSc1nnc2ccc(-c3cccnc3)nn12)Nc1ccc(F)cc1,-3%,-34%,-4%,-4%,/,-1%,-1%,/,/,2%
CCN(CC)CCOCCOc1ccccc1F,4%,3%,3%,-6%[1.84 µM],-3%,-5%,3%,-5%,-4%,-1%
COC(=O)c1ccc(NC(=O)CSc2nnc(C(C)NC(=O)c3ccccc3Cl)n2C)cc1 (stereo not given),-3%,13%,-1%,-4%,-6%,-1%,0%,-9%,-8%,-2%
CCNc1nnc(CSc2nc3ccccc3s2)s1,?,42%,17%,15%,-45%,20%,-4%,4%,?,?
O=C(NCC(=O)N1CCN(Cc2ccccc2)CC1)c1cc(Cl)cc([N+](=O)[O-])c1,-4%,-6%,/,/,/,0%,-6%,/,/,/
CC1CN(CC(=O)Nc2ccc([N+](=O)[O-])cc2Br)CC(C)O1 (stereo not given),-2%,10%,-2%,-5%,0%,-4%,2%,?,-5%,-1%
O=C(c1cccs1)N(c1ccc(Br)cc1)C1C=CS(=O)(=O)C1 (stereo not given),-5%,-5%,-4%,-1%,29%,-3%,-2%,-8%,-19%,-1%
COc1ccc([N+](=O)[O-])cc1NC(=O)CCN1CCN(c2ccccc2)CC1,0%,-6%,0%,-4%,4%,-3%,-1%,3%,9%,-1%
Cc1c(N(CC(=O)O)S(=O)(=O)c2ccccc2)c(=O)n(-c2ccccc2)n1C,-2%,-2%,1%,-17%,12%,0%,/,-16%,1%,-15%
COC(=O)c1ccc(/C=C2\Oc3ccccc3NC2=O)cc1,6%,2.2µM*,?,?,-17%,?,3%,6%,0%,?
C=CCNC(=O)c1onc(CSc2ccccc2C)c1C(=O)O,7%,-3%,-2%,-6%,16%,1%,0%,-2%,-2%,-16%
CCOC(=O)N1CCN(C2CC(=O)N(c3ccc(C)cc3)C2=O)CC1 (stereo not given),-4%,4%,-3%,1%,22%,-1%,-3%,-1%,0%,5%
Cc1ccc(F)cc1CNC(=O)C1CCC(=O)N(CCCN2CCCC2=O)C1 (stereo not given),7%,1%,13%,18%,15%,16%,-1%,-1%,17%,-20%

# Compounds were not picked by outcome (roughly 13% active in at least one column).
